IL1B NFkB inh – inhibitors of IL-1B driven NFkB p65 nuclear import, primary screen, imaging, HUVEC, IL-1B stimulus, high-content imaging; HUVEC IL-1B NFkB p65 nuclear translocation imaging; inhibition, % at 2 µM; actives 0.43% (n = 94,000); AID 796, 2007;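 active means inhibition above about 30% together with a positive call from visual inspection of the well image, limit read from the data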;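 further: nuclear over cytoplasmic p65 intensity ratio measured by imaging; 0% = IL-1B stimulated DMSO wells and 100% = unstimulated DMSO wells; values of inactives mirror those of a sister screen read the other way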
Bcl-B TR3 displacers – displacers of TR3 peptide from Bcl-B, primary screen, selectivity assay for Bfl-1 inhibitor project, biochemical, fluorescence polarization | Bcl-2-like protein 10 (Homo sapiens) | FP displacement of FITC-TR3 peptide from Bcl-B; higher % means a stronger effect | one-dose displacement, % at 20 µM; IC50 in µM for titrated hits | actives 0.11% (n = 96,000);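 active means displacement above 50% at 20 µM plus a fluorescence interference ratio under 1.5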;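 further: plate controls were wells without compound for no effect and wells lacking Bcl-B protein for full effect; a part of the inactive calls stands beside numbers as strong as those of hits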
MRP reversal – reversal of MRP1-mediated doxorubicin resistance, primary screen, H69AR cells, doxorubicin co-treatment | H69AR cells + 2 uM doxorubicin, CellTiter-Glo, 72 h | differential viability (reversal), % at 10 µM | actives 0.04% (n = 85,000) | AID 602, 2007;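 active means viability drop by adding the cancer drug above about 55%, with treated viability meeting a 40% cutoff, limit read from the data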;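 further: viability without doxorubicin minus viability with 2 µM doxorubicin for each compound; larger differential means the compound sensitizes cells more to doxorubicin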
PLAP inhibitors HTS – PLAP enzyme inhibitors, biochemical, luminescence, HTS (AID 690); Alkaline phosphatase, placental type (Homo sapiens); purified PLAP, luminescent substrate; higher % means a stronger effect; inhibition, % at 20 µM, or IC50 in µM where a hit was titrated; actives 0.08% (n = 96,000); in the data active means a potency from the dose series; inactive means the rest, 99 in 100 with inhibition below about 30%; further: strong numbers were not always called active
IL1B NFkB pot – enhancers of NFkB p65 translocation in HUVEC – imaging, IL-1B stimulus, high-content imaging, primary screen. HUVEC IL-1B NFkB p65 nuclear translocation imaging. activation, % at 2 µM. actives 0.3% (n = 94,000);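 active means activation above 40%, about the mean plus 3 SD, also judged a hit on visual image review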;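 further: percent activation is computed from the nuclear over cytoplasmic p65 intensity ratio; values of inactives mirror those of a sister screen read the other way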
MRP reversal cytotoxicity – second read-out of MRP reversal, no call of its own (marks repeat the call); viability, %; H69AR cells, CellTiter-Glo, 72 h; measured here: cytotoxicity without doxorubicin
MRP reversal with doxorubicin – recorded beside MRP reversal, whose call it bears; viability, %; measured here: viability with 2 uM doxorubicin; active compounds read low
IL1B NFkB inh cell count 2 µM – further read-out of IL1B NFkB inh, marked with its call; cell count; measured here: cells passing quality filter;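 raw number of nuclei counted in each imaged well without normalization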
IL1B NFkB pot cell count 2 µM – also measured in IL1B NFkB pot; calls as there; cell count; measured here: cells passing quality filter
* hit, by the source's call; x = no result given.

SMILES	IL1B NFkB inh	IL1B NFkB inh cell count 2 µM	Bcl-B TR3 displacers	MRP reversal	MRP reversal cytotoxicity	MRP reversal with doxorubicin	PLAP inhibitors HTS	IL1B NFkB pot	IL1B NFkB pot cell count 2 µM
CC1=C(C(=O)OC(C)C)C(c2ccc(N(C)C)cc2)C2=C(CC(C)(C)CC2=O)N1 (configuration not stated)	-27.7	128	-8.0%	-7.7	91.8	99.4	-62.8%	27.7	128
CCOc1ccc(CCNC(=O)CN(C)S(=O)(=O)c2cccc3nsnc23)cc1OCC	-24.6	130	8.1%	-2.8	74.8	77.6	-14.2%	24.6	130
Cc1ccc(-n2[nH]c(C)c(C=Nc3cc(C)ccn3)c2=O)cc1	-0.5	76	-4.5%	-8.2	52.1	60.3	3.1%	0.5	76
COc1cccc(NC(=O)c2ccc(NC(C)=O)cc2)c1	17.2	181	4.8%	7.3	107.0	99.8	-0.7%	-17.2	181
CCC1CCCCN1S(=O)(=O)c1ccc2c(c1)CCN2C(=O)C1CCC1 (configuration not stated)	-1.7	119	-7.2%	1.2	86.8	85.6	-22.0%	1.7	119
O=C(CS(=O)(=O)c1ccccc1)c1ccc2c(c1)OCCO2	-11.3	148	4.3%	-1.8	89.5	91.2	-39.9%	11.3	148
Cc1noc(C)c1CSCC(=O)OCC(=O)Nc1sccc1C#N	0.5	90	-2.0%	-5.0	93.3	98.3	-4.4%	-0.5	90
Fc1ccc(C2NCCn3cccc32)cc1 (configuration not stated)	-12.4	148	-12.0%	2.4	95.3	92.9	-31.0%	12.4	148
CCn1cc(C(=O)NCC(=O)OC)c2cc(OC)c(OC)cc2c1=O	15.0	88	0.0%	3.3	84.9	81.6	-8.3%	-15.0	88
Cc1ccccc1OCC(O)Cn1c(SC(C)C)nc2c1c(=O)[nH]c(=O)n2C (configuration not stated)	x	x	-0.5%	-18.2	52.4	70.7	-71.6%	x	x
O=c1oc2c3c4c(cc2c(C(F)(F)F)c1CCN1CCOCC1)CCCN4CCC3	-12.6	128	19.4%	8.7	66.6	57.9	-27.6%	12.6	128
CCSc1nnc(NC(NC(=O)c2ccco2)(C(F)(F)F)C(F)(F)F)s1	-6.7	113	-7.2%	8.5	105.2	96.7	-11.7%	6.7	113
CCOCCOC(=O)C1=C(C)N(C)C(=O)NC1c1cc(Cl)c(O)c(OC)c1 (configuration not stated)	-23.8	151	1.5%	16.4	106.5	90.1	-3.1%	23.8	151
O=C(CSc1nc2cc(Cl)ccc2o1)N1CCOCC1	-17.4	139	-4.7%	-4.3	96.0	100.2	0.6%	17.4	139
O=C(Cn1ccc2ccccc2c1=O)NCCC(=O)N1CCN(C(=O)c2ccco2)CC1	-5.5	101	x	4.0	105.4	101.4	x	5.5	101
CCC1(C)Cc2c(sc3nc(SC)nc(NCCN(C)C)c23)CO1 (configuration not stated)	-3.3	144	-2.9%	x	x	x	-36.3%	3.3	144
COc1ccccc1CN1CCN(S(=O)(=O)c2ccccc2)CC1	4.1	111	-5.4%	5.1	85.1	80.0	-7.7%	-4.1	111
O=C(CN1C(=O)CSC1=O)N1CCc2ccccc2C1	-0.1	179	-1.0%	2.3	88.9	86.5	-28.1%	0.1	179
O=C(Nc1ccc(S(=O)(=O)N2CCCCC2)cc1)c1cnccn1	14.0	190	10.7%	9.8	93.0	83.2	1.2%	-14.0	190
COc1cc(C(=O)N2CCN(C(=O)c3ccco3)CC2)cc(OC)c1OC	19.5	56	-7.0%	13.0	86.9	73.9	-19.1%	-19.5	56
CCCOC(=O)c1ccc(NC(=O)c2cc(OC)c(OC)c(OC)c2Br)cc1	4.6	126	-8.0%	x	x	x	-54.8%	-4.6	126
Cc1ccc(S(=O)(=O)N2CCCC(C(=O)NC3=NCCS3)C2)cc1 (configuration not stated)	-16.0	137	-4.5%	x	x	x	16.2%	16.0	137
O=S(=O)(c1cccc2cccnc12)N(CCO)CCO	10.3	165	2.7%	14.4	99.9	85.5	10.0%	-10.3	165
Cc1cccc(OCc2nnc(N)s2)c1C	4.1	157	-1.9%	x	x	x	12.2%	-4.1	157
Oc1cccc(/C=N/c2c(-c3ccco3)nc3ccccn23)c1	-17.7	99	20.5%	x	x	x	9.9%	17.7	99

Additional records
SMILES	IL1B NFkB inh	IL1B NFkB inh cell count 2 µM	Bcl-B TR3 displacers	MRP reversal	MRP reversal cytotoxicity	MRP reversal with doxorubicin	PLAP inhibitors HTS	IL1B NFkB pot	IL1B NFkB pot cell count 2 µM
CC1(C)C2CCC13CS(=O)(=O)N[C@@H]3C2 (some centres not stated)	6.1	197	-0.8%	14.5	97.9	83.4	4.4%	-6.1	197
Cc1cnc(C(=O)Nc2ccc(F)cc2)cn1	6.7	153	10.7%	4.6	97.2	92.6	5.5%	-6.7	153
COC(=O)C(Cc1ccc(OC(=O)c2ccc(C)cc2)cc1)N1Cc2ccccc2C1=O (configuration not stated)	-0.3	116	-2.9%	x	x	x	-37.2%	0.3	116
COc1ccc(CN2CCn3ncc(C(=O)Nc4cccc(C)c4)c3C2=O)cc1	1.1	185	-0.4%	1.9	99.4	97.5	9.9%	-1.1	185
CCOc1ccc(C(C)(C)C)cc1S(=O)(=O)n1nc(C)cc1C	8.2	106	x	0.9	59.1	58.2	x	-8.2	106
COC(=O)NC(Nc1sc2c(c1C(N)=O)CCCC2)(C(=O)OC)C(F)(F)F (configuration not stated)	x	x	6.5%	-13.0	64.2	77.2	-59.0%	x	x
Cc1cc2cc(CNC(=O)c3ccc4c(c3)OCO4)ccc2[nH]1	-2.2	153	1.0%	-5.7	80.0	85.7	19.3%	2.2	153
O=C(CC1CCS(=O)(=O)C1)NC1CCCCC1 (configuration not stated)	-17.5	107	7.8%	x	x	x	7.5%	17.5	107
CCOC(=O)C(C)Sc1nnc(-c2ccccc2O)n1Cc1ccccc1 (configuration not stated)	-2.9	94	8.1%	12.3	90.3	78.0	-25.8%	2.9	94
CCCCCOc1ccc(CSC(=N)N)cc1[N+](=O)[O-]	-15.5	191	17.4%	x	x	x	34.2%	15.5	191
CNC(=O)c1c(N)sc2c1CCCCC2	-1.7	157	-31.5%	11.6	86.2	74.6	-31.1%	1.7	157
COC(=O)c1sc(NC(=O)CC(C)C)c(C(=O)OC)c1C	-2.3	125	-2.2%	-0.2	72.0	72.2	-18.9%	2.2	125
COc1cccc(N(CC(=O)Nc2cccc(C(C)=O)c2)S(C)(=O)=O)c1	1.3	207	-8.7%	-0.4	98.4	98.8	-2.9%	-1.3	207
Cc1ccc(NC(=O)c2cccs2)cc1	-2.6	96	-2.2%	3.2	96.3	93.1	10.0%	2.6	96
CCOC(=O)c1ccccc1-n1c(C)cc(C2N=C(N)Nc3nc4ccccc4n32)c1C (configuration not stated)	-13.8	191	1.4%	x	x	x	-149.3%	13.8	191
COc1ccc(CNc2nc3nc4c(c(=O)n3[nH]2)CCC4)cc1	1.6	165	13.2%	15.3	96.6	81.2	-9.6%	-1.6	165
Fc1ccc(C2CC(c3ccco3)n3ncnc3N2)cc1 (configuration not stated)	-17.3	75	x	8.7	100.5	91.8	x	17.3	75
COc1ccc(NC(=O)Cn2c(=O)sc3ccccc32)c(OC)c1	-8.3	71	6.9%	3.1	82.8	79.6	10.5%	8.3	71
CC(=O)c1cnc(N(C)C)s1	-6.2	74	x	3.2	94.0	90.8	x	6.2	74
CC(=O)CC(C)(C)S(=O)(=O)c1ccc(NC(C)=O)cc1	-11.1	129	x	-2.8	96.3	99.0	x	11.1	129
COCC(=O)c1[nH]c2ccccc2c1C	4.2	167	2.3%	-25.1	43.6	68.7	23.1%	-4.2	167
O=C(O)CCCCCNC(=O)CCn1nnc2ccccc2c1=O	-21.1	141	-13.3%	-4.9	103.5	108.4	2.0%	21.1	141
O=C(Nc1cccc(Oc2c(F)c(F)c(F)c(F)c2F)c1)N1C[C@@H]2C[C@@H](C1)c1cccc(=O)n1C2	8.2	180	7.6%	11.2	95.4	84.2	-23.9%	-8.2	180
COCCn1c(=S)[nH]c2cc(C(=O)NCC3CCCO3)ccc2c1=O (configuration not stated)	-4.9	144	-3.5%	6.3	91.0	84.7	-7.7%	4.9	144
CC(=O)c1cnn(-c2cc(Oc3ccccc3C)ncn2)c1C	-22.9	154	2.4%	x	x	x	-14.9%	22.9	154

Of the compounds above, six contain an NH in an aromatic ring.
SMILES	IL1B NFkB inh	IL1B NFkB inh cell count 2 µM	Bcl-B TR3 displacers	MRP reversal	MRP reversal cytotoxicity	MRP reversal with doxorubicin	PLAP inhibitors HTS	IL1B NFkB pot	IL1B NFkB pot cell count 2 µM
Cc1ccc(-n2[nH]c(C)c(C=Nc3cc(C)ccn3)c2=O)cc1	-0.5	76	-4.5%	-8.2	52.1	60.3	3.1%	0.5	76
Cc1ccccc1OCC(O)Cn1c(SC(C)C)nc2c1c(=O)[nH]c(=O)n2C (configuration not stated)	x	x	-0.5%	-18.2	52.4	70.7	-71.6%	x	x
Cc1cc2cc(CNC(=O)c3ccc4c(c3)OCO4)ccc2[nH]1	-2.2	153	1.0%	-5.7	80.0	85.7	19.3%	2.2	153
COc1ccc(CNc2nc3nc4c(c(=O)n3[nH]2)CCC4)cc1	1.6	165	13.2%	15.3	96.6	81.2	-9.6%	-1.6	165
COCC(=O)c1[nH]c2ccccc2c1C	4.2	167	2.3%	-25.1	43.6	68.7	23.1%	-4.2	167
COCCn1c(=S)[nH]c2cc(C(=O)NCC3CCCO3)ccc2c1=O (configuration not stated)	-4.9	144	-3.5%	6.3	91.0	84.7	-7.7%	4.9	144

Other results follow:
SMILES	IL1B NFkB inh	IL1B NFkB inh cell count 2 µM	Bcl-B TR3 displacers	MRP reversal	MRP reversal cytotoxicity	MRP reversal with doxorubicin	PLAP inhibitors HTS	IL1B NFkB pot	IL1B NFkB pot cell count 2 µM
COc1ccc(Cn2c(C)c(C)c(C#N)c2NC(=O)Nc2ccccc2)cc1	x	x	-16.9%	4.6	63.0	58.4	1.0%	x	x
Cn1c(=O)c2c(nc(NCCO)n2C)n(C)c1=O	1.4	95	-8.3%	20.3	93.5	73.2	6.8%	-1.4	95
CN1CCN(c2ccc(NC(=O)c3ccc4c(c3)OCO4)cc2)CC1	-8.4	180	15.0%	x	x	x	-0.4%	8.4	180
CCc1c(C)nc(SCCOc2ccc(OC)cc2)[nH]c1=O	3.2	172	18.4%	5.2	98.8	93.5	-8.2%	-3.2	172
COC(=O)c1sc2ccccc2c1-n1cccc1C(=O)C(=O)Nc1ccc(OC)cc1	4.2	150	-9.2%	x	x	x	-13.4%	-4.2	150
CCOC(=O)c1c(C)[nH]c(C(=O)OCC(=O)NC2CCS(=O)(=O)C2)c1C (configuration not stated)	8.9	141	-1.1%	-10.9	82.2	93.1	1.1%	-8.9	141
Cc1oc(-c2ccccc2F)nc1CS(=O)(=O)CC(=O)N1CCN(Cc2ccccc2)CC1	x	x	1.6%	2.6	81.4	78.8	-27.5%	x	x
O=C(NCc1ccc2c(c1)OCO2)c1cc2ncc(Br)cn2n1	8.9	157	34.8%	2.2	99.4	97.2	-0.7%	-8.9	157
CCOC(=O)c1[nH]c(C)c(CN(CCc2ccccc2)C(=O)CCC(=O)O)c1C	2.2	165	-2.8%	2.7	88.8	86.1	-27.2%	-2.2	165
Cc1ccc(-c2cc(C(=O)N/N=C\c3cnn(C)c3C)c3ccccc3n2)cc1C	3.4	174	-5.0%	x	x	x	-101.7%	-3.4	174
Cc1nn(CCC(=O)NNC(=S)Nc2ccc(F)cc2)c(C)c1[N+](=O)[O-]	-5.1	129	x	13.2	85.1	71.9	x	5.1	129
CCN(CC)S(=O)(=O)c1ccc(C(=O)NCC(c2cccs2)N2CCOCC2)cc1 (configuration not stated)	13.5	224	-13.2%	x	x	x	-41.5%	-13.5	224
Cc1cccc(C(=O)Nc2ccc(O)cc2)c1	3.7	98	7.6%	8.0	85.4	77.4	x	-3.7	98
CCN(CC)C(=O)C1CCCN(Cc2ccccc2C(F)(F)F)C1 (configuration not stated)	x	x	-2.9%	2.7	104.5	101.8	-64.3%	x	x
O=C(O)C1CC(=O)N(CCOc2ccccc2)C1 (configuration not stated)	-7.5	152	-0.8%	-12.7	87.5	100.2	6.7%	7.5	152

Screens deposited in PubChem BioAssay by several laboratories.

These rows are one share of the data; the hit share may differ from the screen's.
